OX1R antag-1 – antagonists of human orexin 1 receptor. O43613. CHO/OX1R cells, Fluo-8 calcium fluorescence, orexin A. AID 434989. 0.43% of 330,000 active. inhibition, % at 5 µM;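 active means inhibition above its plate's threshold, mean inhibition of all tested compounds on the plate plus 3 SD, cut at about 37% in these data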;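 further: 0% = orexin A challenge wells and 100% = SB-334867-A antagonist wells; not every result past the cut was called active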
Target sequence (O43613 whole entry, looked up): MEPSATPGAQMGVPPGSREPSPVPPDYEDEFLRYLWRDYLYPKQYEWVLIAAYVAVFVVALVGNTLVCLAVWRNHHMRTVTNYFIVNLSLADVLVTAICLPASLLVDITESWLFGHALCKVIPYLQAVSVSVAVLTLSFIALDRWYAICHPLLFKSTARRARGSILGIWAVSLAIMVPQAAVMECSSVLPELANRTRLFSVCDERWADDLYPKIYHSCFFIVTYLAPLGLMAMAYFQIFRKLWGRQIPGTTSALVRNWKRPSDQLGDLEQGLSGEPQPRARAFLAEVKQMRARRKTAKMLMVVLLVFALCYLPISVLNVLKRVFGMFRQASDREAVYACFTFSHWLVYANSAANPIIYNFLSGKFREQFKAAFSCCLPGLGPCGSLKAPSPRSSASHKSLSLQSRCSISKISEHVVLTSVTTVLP
OX1R antag-2 – blocks the human orexin 1 receptor; OX1R-expressing cells, FRET antagonist read-out; 1.8% of 330,000 active; inhibition, % at 6.6 µM; AID 485270; in the data active means inhibition mostly above about 38%, no sharp cut-off; inactive means mostly below about 40%;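 further: 0% = agonist challenge alone and 100% = reference antagonist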
* marks the source's active call; other numbers are inactive results.

Structure	OX1R antag-1	OX1R antag-2
Nc1nonc1C(=O)N1CCCCC1	10	22
Cn1c(-c2ccc(Cl)nc2)nc2cc(Cl)ccc21	-22	20
Cc1ccc(F)cc1NC(=O)CSc1nc(Nc2ccccc2)nc(N2CCOCC2)n1	-25	11
O=C(CN1C(=O)CCC1=O)Nc1ccc(Br)cc1	-22	7
N#Cc1ccc(-c2ccc(F)cc2)nc1Oc1ccccc1	-25	12
CCN(CC)CCCNC(=O)c1[nH]c2ccccc2c1Sc1ccc(Cl)cc1	-41	-10
O=C1NCC(COCc2ccco2)O1 (stereo unspecified)	-8	-2
CCCCCCCOC(=O)C1=C(C)Nc2ncnn2C1c1cccs1 (stereo unspecified)	-6	8
CCOc1ccccc1N1CC(C(=O)Nc2ccc3c(c2)OCCO3)CC1=O (stereo unspecified)	-26	6
Cc1nc2ccccc2nc(C)c1=NOCc1ccc(C#N)cc1	7	11
CCNC(=O)c1cc2c(=O)n3cccc(C)c3nc2n(Cc2ccc(C)cc2)c1=N	-28	52
O=C(O)c1ccc(Cn2c(=S)[nH]c3cc(Cl)ccc3c2=O)cc1	-8	13

The list continues.
Structure	OX1R antag-1	OX1R antag-2
COc1cccc2c3c(c(=O)[nH]c12)CCC(C)(C)O3	-12	7
CCCOC(=O)N[C@@H]1C(=O)N2C(C(=O)OCCC)=C(C)CS[C@H]12	-4	11
COC(=O)c1ccc(NC(=O)CS(=O)(=O)c2ccccc2)cc1	-20	-8
COc1ccc(C(=O)NCc2nnc(SCC(=O)Nc3ccc4c(c3)OCO4)o2)cc1	-11	17
COCC(C)Nc1ccc(S(=O)(=O)N2CCCC2)cc1[N+](=O)[O-] (stereo unspecified)	-16	9
COC(=O)c1sccc1NC(=O)c1cccnc1	-3	21
O=C(O)CC1(c2ccc(F)cc2)C2CC3CC(C2)CC1C3 (stereo unspecified)	-19	15
O=C(CC1CCCCC1)NCCOc1ccccc1	-11	13
C[C@H](CO)N1C[C@H](C)[C@@H](CN(C)C(=O)Nc2ccccc2)Oc2c(NC(=O)Nc3ccc(C(F)(F)F)cc3)cccc2C1=O	-42	9
Cc1cccc(-n2ncc3c(=O)[nH]c(SCC(=O)Nc4cc(C)on4)nc32)c1	-18	11
O=C(COC(=O)c1cc([N+](=O)[O-])ccc1N1CCOCC1)NCc1ccc(F)cc1	-2	46
O=c1c2cc(Br)ccc2nc(-c2ccc([N+](=O)[O-])cc2)n1O	-7	27

The list continues:
Structure	OX1R antag-1	OX1R antag-2
COc1ccc(S(=O)(=O)N2CCN(CC(O)CN3CCOCC3)CC2)cc1 (stereo unspecified)	-12	2
CCN1CCCC1CNC(=O)Cn1nc(C)n2nc(-c3ccccc3)cc2c1=O (stereo unspecified)	4	2
Cc1ccc(-c2csc(NC(=S)NC(=O)c3cc4ccccc4o3)n2)cc1	-1	9
C=CCOc1cccc(CNCCCN2CCOCC2)c1	-17	3
Cc1ccccc1N(CC(=O)Nc1ccc(S(=O)(=O)N2CCOCC2)cc1)S(C)(=O)=O	2	-2
Cc1c(NC(=O)CSc2nc(N)cc(N)n2)c(=O)n(-c2ccccc2)n1C	3	7
COc1cccc(-c2nc(CS(=O)(=O)c3ccccc3)no2)c1	-18	13
O=C(Nc1nc2ccc(F)cc2s1)C1=NN(c2ccccc2)C(=O)CC1	-11	16
CCCc1cc(C(=O)N2CCN(C(c3ccccc3)c3ccccc3)CC2)no1	-27	10
O=C(CSc1nnc(-c2cccc(Cl)c2)o1)Nc1ccc2c(c1)OCCO2	-12	7
O=C1OCc2ccc(NC(=O)c3ccccc3C(=O)O)cc21	0	8
COc1ccc(/C=N/NC(=S)NC2CCS(=O)(=O)C2)cc1 (stereo unspecified)	8	9

Next section
Structure	OX1R antag-1	OX1R antag-2
N#CC(c1ccc(Cl)cc1)c1nc2ccccc2nc1C(F)(F)F (stereo unspecified)	-20	0
Cc1csc(N2CCCC2c2nc3cc(C(F)(F)F)ccc3n2CCOCCO)n1 (stereo unspecified)	-21	19
Cc1ccc(C(=O)NCCSC(C)(C)C)cc1[N+](=O)[O-]	-15	12
Cc1cc(OCC(=O)N2CCCC2)ccc1Cl	-15	7
O=C(C1CCCO1)N1CCN(C(=S)Nc2ccc(F)cc2)CC1 (stereo unspecified)	4	1
Cc1cc(C)nc(SCc2ccc(Br)cc2)n1	-23	11
C#CCNC(=O)c1cc2sccc2n1C	-13	10
COCCN(C(=O)CSc1ncn[nH]1)c1c(N)n(Cc2ccccc2)c(=O)[nH]c1=O	-6	11
CCCn1c(C)cc(C)c(C#N)c1=O	-13	5
O=C(c1ccco1)n1nc(-c2ccccc2)nc1SCc1ccccc1	-21	31
COc1cc2ccccc2cc1C(=O)N1CCCCC1	-9	7
COc1ccc(CC(=O)Nc2ccc(N3CCOCC3)cc2)cc1S(=O)(=O)N1CCOCC1	-18	29

The listing continues:
Structure	OX1R antag-1	OX1R antag-2
Cc1cccc(NC(=O)c2ccccc2NC(=O)CCC(=O)O)c1	-7	13
O=C(COc1ncnc2sccc12)NC1CCCc2ccccc21 (stereo unspecified)	-28	-1
CC1CCCC(C)N1C(=O)COC(=O)c1cncc(Br)c1 (stereo unspecified)	-19	7
CC(C)C(C)NC(=O)CN1C(=O)NC2(CCCc3ccccc32)C1=O (stereo unspecified)	7	11
Cc1ccc(OCc2ccc(C(=O)NN)o2)cc1C	-36	11
Cc1nc(CNS(=O)(=O)c2ccc(Br)cc2)cs1	-6	-10
Cc1ccc(N(CC(=O)NC2CCCC2)C(=O)c2ccc(C)s2)cc1	-2	15
O=C(CCc1nnc(-c2ccc3c(c2)OCO3)o1)N(Cc1ccncc1)CC1CCCO1 (stereo unspecified)	-21	11
CN(C)CCC(=O)c1ccc(F)cc1	-15	6
CCCOc1ccc(-c2nc(C#N)c(N3CCC(C(N)=O)CC3)o2)cc1	-9	11
COc1ccc(NC(=O)N2CCC(CO)(CC3CCCCO3)CC2)c(OC)c1 (stereo unspecified)	-20	6
O=C(NCc1cccnc1)c1ccc(NC(=O)c2ccco2)cc1	-7	25

Of the compounds above, 6 contain a Cl atom:
Structure	OX1R antag-1	OX1R antag-2
Cn1c(-c2ccc(Cl)nc2)nc2cc(Cl)ccc21	-22	20
CCN(CC)CCCNC(=O)c1[nH]c2ccccc2c1Sc1ccc(Cl)cc1	-41	-10
O=C(O)c1ccc(Cn2c(=S)[nH]c3cc(Cl)ccc3c2=O)cc1	-8	13
O=C(CSc1nnc(-c2cccc(Cl)c2)o1)Nc1ccc2c(c1)OCCO2	-12	7
N#CC(c1ccc(Cl)cc1)c1nc2ccccc2nc1C(F)(F)F (stereo unspecified)	-20	0
Cc1cc(OCC(=O)N2CCCC2)ccc1Cl	-15	7

(cont.)
Structure	OX1R antag-1	OX1R antag-2
CSc1ccc(/C=N/NC(=O)CNc2cccc3ccccc23)cc1	-5	16
Cc1onc(-c2ccccc2)c1-c1nc2cc(Cl)ccc2c(=O)o1	-14	11
CCOC(=O)c1c(-n2c(C)cc(C=O)c2C)sc2c1CCCC2	-29	6
O=C(N/N=C/c1ccccn1)c1ccc([N+](=O)[O-])cc1Cl	-13	19
CCN(CC)CCCNc1nc(SC)nc2sc3c(c12)CCN(C)C3	-29	-6
COc1ccc(-c2cc(C(F)(F)F)nc(N)n2)cc1	-11	15
CCOc1ccc(N2C(=O)CS/C2=C(\C(Cl)=C(Cl)Cl)[N+](=O)[O-])cc1	-1	11
O=C(O)C/C(=C\c1cc(Cl)c2c(c1)OCO2)c1nc2ccccc2s1	0	17
CCOC(=O)N1CCN(C(=O)c2cc3c(-c4ccc(Cl)cc4)nn(C)c3s2)CC1	-31	4
CC1CCN(CCCCOc2cccc(Br)c2)CC1	-14	7
CN(c1ccc(C(=O)O)cc1)S(=O)(=O)c1ccccc1	-7	18
CCOC(=O)N1CCC(NC(=O)c2cnn3c2NC(c2ccco2)CC3C(F)(F)F)CC1 (stereo unspecified)	-28	8

New compounds follow
Structure	OX1R antag-1	OX1R antag-2
Cn1c(=O)c2[nH]c(N3CCOCC3)nc2n(-c2ccccc2)c1=O	0	22
Fc1ccc(-n2nnc(-c3ccnc4ccccc34)n2)cc1	-15	43
CCN1CCN(c2cc(C)c3cc(NC(=S)N4CCN(c5ccccc5F)CC4)ccc3n2)CC1	-26	15
CCOc1ccc(S(=O)(=O)Nc2ccc(Cl)cn2)c(C)c1C	-12	2
Cc1nn(C)cc1S(=O)(=O)N1CCN(Cc2cccc(Cl)c2)CC1	-9	29
COc1ccc(-n2ncc3c(NCc4ccccn4)ncnc32)cc1	-4	7
Nc1ccccc1SCc1ccccc1	-3	10
O=C1COc2ccc(C(=O)c3ccccc3C(=O)O)cc2N1	-1	6
CCN1CCN(C(=O)c2ccccc2N(Cc2ccccc2)S(=O)(=O)c2ccc(OC)cc2)CC1	-32	8
Cn1c(=O)oc2cc(S(=O)(=O)NCCCN3CCCC3=O)ccc21	0	12
OC(COc1ccc(Cl)cc1Cl)Cn1ccnc1 (stereo unspecified)	-12	-10
CC(C)n1ncc2c(C(=O)NCC(=O)Nc3ccccc3Br)cc(C3CC3)nc21	45*	40*

The list continues.
Structure	OX1R antag-1	OX1R antag-2
CCOc1ccc(OCC)c(NC(=O)C2CCN(S(=O)(=O)c3ccc4c(c3)CC(C)N4C(C)=O)CC2)c1 (stereo unspecified)	-31	9
CC(C)c1[nH]nc2c1C(c1ccc(OC(=O)c3ccco3)cc1)C(C#N)=C(N)O2 (stereo unspecified)	-15	5
COc1cc(/C=C(\NC(C)=O)C(=O)O)cc(OC)c1OC	-4	5
CC(C)Cn1c(=O)oc2ccccc21	0	16
Cc1ccc(CC(=O)NCC(C)C)cc1	-11	16
COc1ccc(CNc2nc(-c3cccnc3)nn2S(C)(=O)=O)cc1	-10	11
Cc1ccc(S(=O)(=O)/N=C/N(C)C)cc1	13	17
C=CCc1c(C)c(C#N)c2nc3ccccc3n2c1N1CCCCC1	-16	4
COC(=O)Nc1ccc(C)cc1NC(=O)OC	-26	26
Cc1ccc(C(=O)OCC(=O)c2ccc[nH]2)s1	-3	-1
CCN(CC)S(=O)(=O)c1ccc(N2CCOCC2)c(NC(=O)c2cc(Cl)c3c(c2)OCO3)c1	-12	2
CCCCN1CC(=O)N2[C@H]3c4cc(OC)ccc4OC[C@@H]3[C@H](C(=O)OCC)[C@]2(C)C1=O	-29	7

More structures.
Structure	OX1R antag-1	OX1R antag-2
CC[C@]12c3[nH]c4ccc(Cl)cc4c3CCN1C(=O)[C@@H](CC(=O)NC/C=C(\C)CCC=C(C)C)C[C@@H]2C(=O)N1CCN(C(=O)C2CC2)CC1	11	4
O=Cc1cn(Cc2ccccc2)nc1-c1cccnc1	-11	-3
COc1ccccc1C(=O)Nc1nnc(C)s1	-21	16
c1ccc(Oc2ccc(-c3ccnc4ncnn34)cc2)cc1	-10	10
CC(=O)COC(=O)C1=NN(c2ccccc2)C(=O)CC1	-4	7
CCCc1cc(=O)oc2c(C)c(OCC(=O)N3CCC(C(=O)O)CC3)ccc12	0	18
Cc1ccc(S(=O)(=O)N(C)C)cc1NC(=O)c1cc(=O)[nH]c2ccccc12	-18	12
COc1ccc(Nc2ccccc2N)cc1	-22	15
CN(CC1CCCO1)S(=O)(=O)c1ccc(C(=O)Nc2ccc(F)cc2)cc1 (stereo unspecified)	1	27
CS(=O)(=O)N(CC(=O)NC1CCCCC1)c1cccc(F)c1	-16	4
N#C/C(=N\Nc1ccc(Cl)cc1)C(=O)c1ccccc1	25	60*
COc1cccc2cc(CC(=O)c3ccc(C)c(C)c3)c(=O)oc12	-22	3

The list continues.
Structure	OX1R antag-1	OX1R antag-2
COC(=O)c1sccc1NC(=S)NCc1ccc(Cl)cc1	-2	28
NC(=O)/C(=C\c1ccncc1)c1cccc2ccccc12	-17	0
CC(=O)c1cc(O)c2ccccc2c1O	-8	15
CCOC(=O)CNC(=O)CSc1nnc(-c2ccncc2)n1-c1ccc(Cl)cc1	-14	8
CCN1CCCC1CNC(=O)c1cc2c(OC)c(OC)c(OC)cc2[nH]1 (stereo unspecified)	-13	12
O=C(O)c1ccc(/C=N/NC(=O)c2cc3c(ccc4ccccc43)o2)cc1	-8	3
CC(=O)C1=C(O)C(=O)N(c2nnn(C)n2)C1c1cccs1 (stereo unspecified)	-5	15
CCCc1ccc(-c2cc(NC(=O)CSc3nnc(N)s3)n(-c3ccccc3)n2)cc1	-10	8
O=C(C1=C[C@H](c2ccc(Br)cc2)C[C@H](OCc2ccc(CO)cc2)O1)N1CCN(Cc2ccc3c(c2)OCO3)CC1	2	28
CCCCCCCCCCSc1n[nH]c(NC(C)=O)n1	3	14
COCCCNC(=O)c1c(F)c(F)c(F)c(F)c1F	-9	5
C/C(CCc1ccccc1)=N\NC(=O)c1ccccc1[N+](=O)[O-]	-9	24

Other structures follow:
Structure	OX1R antag-1	OX1R antag-2
CC1CN(S(=O)(=O)c2ccc(C(=O)Nc3nnc(-c4ccccn4)o3)cc2)CC(C)O1 (stereo unspecified)	-3	3
CC(=O)c1ccc(NC(=O)CN2C(=O)COc3ccc(S(=O)(=O)N4CCCC4)cc32)cc1	2	5
O=C1CN(C(=O)N[C@@H](Cc2ccccc2)C(=O)N[C@@H](C(=O)O)c2ccccc2)c2ccccc2N1	-18	18
CCCCn1nnnc1SCC(=O)N1CCCC1	-4	6
